# HUVEC prolif 384: inhibitors of HUVEC proliferation, primary screen, cell-based, 384-well | viability, % at 10 µM (by protocol) | 86,000 tested, 1.1% active | CellTiter-Glo luminescence, 72 h; stronger effect = lower value;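 active = viability at or below 30%; inactive = viability above 30%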;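 note: 100% = median luminescence of DMSO-only cell control wells on each plate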
# ERa SRC1 inh: ERα–SRC-1 coactivator interaction inhibitors, primary screen, biochemical, TR-FRET, ERα LBD, estradiol-bound; Estrogen receptor (Homo sapiens), P03372; TR-FRET ER-alpha LBD / SRC-1 peptide; inhibition, % at 25.6 µM; 86,000 tested, 1.7% active; in the data active = inhibition above about 50%;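 note: 0% = receptor plus peptide control and 100% = peptide only without receptor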
# Target sequence (P03372 whole entry, looked up, the tested form may be a part): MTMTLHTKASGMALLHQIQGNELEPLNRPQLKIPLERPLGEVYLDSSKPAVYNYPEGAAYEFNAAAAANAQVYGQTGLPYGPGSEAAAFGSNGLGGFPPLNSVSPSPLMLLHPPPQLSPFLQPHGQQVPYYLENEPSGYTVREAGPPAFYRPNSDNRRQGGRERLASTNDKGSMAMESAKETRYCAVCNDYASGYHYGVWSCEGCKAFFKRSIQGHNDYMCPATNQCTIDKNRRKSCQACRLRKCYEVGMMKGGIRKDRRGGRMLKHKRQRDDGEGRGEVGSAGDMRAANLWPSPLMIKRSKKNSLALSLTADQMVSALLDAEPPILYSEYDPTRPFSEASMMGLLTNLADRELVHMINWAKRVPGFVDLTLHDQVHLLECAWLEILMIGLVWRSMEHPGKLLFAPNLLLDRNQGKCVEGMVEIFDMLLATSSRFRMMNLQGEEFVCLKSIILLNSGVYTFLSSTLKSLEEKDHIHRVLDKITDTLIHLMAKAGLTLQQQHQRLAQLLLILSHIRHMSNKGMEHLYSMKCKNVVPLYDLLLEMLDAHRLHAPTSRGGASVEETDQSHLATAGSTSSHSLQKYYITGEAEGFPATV
# ERa coact pot: enhancers of ERα–SRC-1 coactivator binding, primary screen, biochemical, TR-FRET, ERα LBD, low estradiol | TR-FRET ERalpha-LBD/SRC-Cy5 coactivator binding, 2 h; 100 = basal binding, no effect | AID 639, 2007 | Estrogen receptor (Homo sapiens), P03372 | coactivator binding (% of control), % at 25.6 µM | 86,000 tested, 1.3% active; in the data active = activity above about 200%;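 note: binding measured in presence of low estradiol as agonist stimulus; 0% = peptide alone without receptor and 100% = receptor with peptide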
# H69AR inhibit: proliferation blockers of H69AR lung cancer cells, primary screen, cell-based, human, 86K library | H69AR lung tumor viability, ATP luminescence, 72 h; stronger effect = lower value | viability, % at 10 µM | 85,000 tested, 6% active | AID 598, 2007;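 active = viability at or below 40%; inactive = viability above 40%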;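 note: multidrug resistant small cell line overexpressing MRP-1 efflux transporter; 100% = mean luminescence of untreated control wells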
# CD11b adhes inh: inhibitors of CD11b/CD18 adhesion to fibrinogen, primary screen, K562 cells, luminescence; Integrin beta-2 (Homo sapiens) + Integrin alpha-M (Homo sapiens), P05107+P11215; ATPlite luminescence; Mn2+ added to activate the integrin; inhibition, % at 10 µM; 93,000 tested, 0.54% active; AID 1497, 2009;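 active = primary inhibition of 50% or more at 10 µM, then 40% or more on retest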; note: some results filed as inactive read as strong as hits
# Fibroblast inh: antiproliferative effect on LL 47 fibroblasts – human, LL 47 cells, CellTiter-Glo luminescence, primary screen; LL 47 human lung fibroblast viability, ATP luminescence; stronger effect = lower value; viability, % at 10 µM; 85,000 tested, 1.1% active;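 active = viability at or below 50% in the single dose screen; inactive = viability above 50%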;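 note: compound exposure lasted 72 h before the ATP readout; 100% = median luminescence of untreated cell-only wells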
#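 Material: human LL 47 lung fibroblast cells; quantity: 1,150 cells/well; medium: IMEM plus 15% FBS; doses: 0.1% DMSO in all compound wells; timing: overnight attachment after seeding, then 72 h compound exposure at 37 °C; detection: CellTiter-Glo luminescence; measure: % viability of median cell-only signal; controls: cell-only wells, no compound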
# CYP2C19 activ: human CYP2C19 activators, primary screen, biochemical, luminescence; Cytochrome P450 2C19 (Homo sapiens), P33261; recombinant CYP2C19, luciferin-H EGE luminescence; stronger effect = higher value; 0 = fully inhibited enzyme, 1 = untreated enzyme; activation factor at 5 µM; 96,000 tested, under 10 active;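 active = activation factor of at least 2 at 5 µM in the primary screen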;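 note: 0 = wells with 2.5 mM tranylcypromine and 1 = vehicle-only wells; values of inactives mirror those of a sister screen read the other way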
# Target sequence (P33261 whole entry, looked up): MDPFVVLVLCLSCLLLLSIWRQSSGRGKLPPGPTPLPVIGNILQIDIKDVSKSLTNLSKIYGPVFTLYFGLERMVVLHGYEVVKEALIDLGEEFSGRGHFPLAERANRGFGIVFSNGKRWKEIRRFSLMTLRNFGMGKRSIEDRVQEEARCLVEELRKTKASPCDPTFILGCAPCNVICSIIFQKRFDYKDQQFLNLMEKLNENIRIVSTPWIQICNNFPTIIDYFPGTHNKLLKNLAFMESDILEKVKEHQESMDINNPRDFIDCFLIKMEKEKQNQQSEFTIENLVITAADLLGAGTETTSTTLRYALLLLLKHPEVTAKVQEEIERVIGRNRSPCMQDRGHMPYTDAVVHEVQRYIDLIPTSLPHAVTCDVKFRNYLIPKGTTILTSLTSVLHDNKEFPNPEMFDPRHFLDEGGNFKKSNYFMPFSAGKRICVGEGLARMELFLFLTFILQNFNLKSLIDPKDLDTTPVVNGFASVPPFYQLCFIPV
# CYP2C19 inhib: blockers of cytochrome P450 2C19 activity – biochemical, luminescence, ADME assay, primary screen | P33261 | CYP2C19 Supersomes, luciferin-H EGE luminescence, 30 min | inhibition, % at 5 µM | 96,000 tested, 21% active | AID 778, 2007;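 active = CYP2C19 inhibition above a set limit at 5 µM in the primary screen, cut at about 50% in these data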;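 note: plate controls were negative control wells for no effect and 2.5 mM tranylcypromine positive control for full effect; values of inactives mirror those of a sister screen read the other way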
# Mac1 fbg enh: enhancers of CD11b/CD18 adhesion to fibrinogen, primary screen, K562 cells, luminescence; 93,000 tested, 0.07% active; ATPlite luminescence; activation, % at 10 µM;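 active = 10 µM primary screen giving 50% or more activity, confirmed by 40% or more on retest at that dose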; note: strong numbers were not always called active
# * = called active by the depositor; x = no result given; [ ] = dose if it differs, or a comment. An unsorted share of the library (roughly 26% active in at least one column).
SMILES,HUVEC prolif 384,ERa SRC1 inh,ERa coact pot,H69AR inhibit,CD11b adhes inh,Fibroblast inh,CYP2C19 activ,CYP2C19 inhib,Mac1 fbg enh
Cc1ccc(C2/C(=C(/O)c3cnn(-c4ccccc4)c3C)C(=O)C(=O)N2CCN2CCOCC2)o1 (stereo not drawn),110,-3,91,101,5,107,1,2,6
CCN(CC)CC(=O)n1c2c(c3ccccc31)CCCC2,109,1,99,95,22,94,0.6,37,7
COc1ccc2c(c1)C(=O)OC2CC(=O)O (stereo not drawn),91,-3,118,88,5,94,1,4,0
c1csc(Cc2nc(-c3ccc(-n4cccc4)cc3)no2)c1,101,4,91,100,x,115,x,x,x
CC(C)C(C(=O)Nc1sc2c(c1C#N)CCCCC2)N1C(=O)c2ccccc2C1=O (stereo not drawn),x,x,x,x,5,x,0.7,35,-1
c1ccc(Cc2nn3c(COc4ccccc4)nnc3s2)cc1,111,-9,65,100,-27,95,0.3,66*,-1
CCOc1ccc2c(c1)s/c(=N\S(=O)(=O)c1ccc(OC)cc1)n2C(F)F,x,x,x,x,26,x,0.4,61*,2
CCOC(=O)CCC(=O)c1c(C)oc2ccc(OC)cc12,96,15,127,76,-35,102,0.7,30,5
COc1cccc(-c2cc(C(=O)N3C(C)CCCC3C)no2)c1 (stereo not drawn),115,-7,112,90,-19,90,0.6,44,2
Cc1cccc(C#N)c1NC1=CC(=O)CC(C)(C)C1,103,-8,113,87,8,104,0.9,8,-2
Cc1noc(C)c1COc1cccc(C(=O)Nc2ccc(C#N)cc2)c1,112,1,100,65,-4,102,0.9,5,4
O=C1N(CN2CCC3(CC2)OCCO3)c2ccccc2C12OCCCO2,91,-3,110,101,-6,108,1.2,-16,-3
CC1CC(C)CN(C(=O)COC(=O)c2ccc[nH]c2=O)C1 (stereo not drawn),89,1,114,100,-6,97,1.1,-12,-3
CCSc1nnc(NC(=O)CSc2nccn2-c2cc(C)cc(C)c2)s1,96,-10,105,92,1,106,0.8,18,-2
COc1ccc(NC(=O)CN(c2cccc(F)c2)S(C)(=O)=O)cc1OC,99,-31,96,92,-10,102,0.5,47,1
Cc1ccc(Cn2c(=S)[nH]c3ccc(N4CCOCC4)cc3c2=O)o1,76,26[fluorescence artefact?],67[fluorescence artefact?],5.8*,0,46*,0.8,18,0
NC(=O)C1(N2CCCCC2)CCN(c2nc(-c3ccccc3)cs2)CC1,83,-5,122,74,-13,94,0,95*,0
CCC1CCCCN1CC(=O)c1c(C)[nH]c2ccccc12 (stereo not drawn),101,-24,113[fluorescence artefact?],83,-13,96,0.6,36,2
CCOC(=O)C1=C(CC)OC(N)=C(C#N)C1c1cc(OC)ccc1OC (stereo not drawn),x,x,x,x,-18,x,0.2,82*,-1
CCC(=O)Nc1ccc(N2CCC(C)CC2)cc1,100,-39,103,62,x,98,x,x,x

# Complete entries, quoted from the list.
# Shown for COc1ccc(NC(=O)CN(c2cccc(F)c2)S(C)(=O)=O)cc1OC : HUVEC prolif 384 = 99; ERa SRC1 inh = -31; ERa coact pot = 96; H69AR inhibit = 92; CD11b adhes inh = -10; Fibroblast inh = 102; CYP2C19 activ = 0.5; CYP2C19 inhib = 47; Mac1 fbg enh = 1
# Shown for Cc1noc(C)c1COc1cccc(C(=O)Nc2ccc(C#N)cc2)c1 : HUVEC prolif 384 = 112; ERa SRC1 inh = 1; ERa coact pot = 100; H69AR inhibit = 65; CD11b adhes inh = -4; Fibroblast inh = 102; CYP2C19 activ = 0.9; CYP2C19 inhib = 5; Mac1 fbg enh = 4

# Continued.
SMILES,HUVEC prolif 384,ERa SRC1 inh,ERa coact pot,H69AR inhibit,CD11b adhes inh,Fibroblast inh,CYP2C19 activ,CYP2C19 inhib,Mac1 fbg enh
O=C(CCCC(=O)N(CC(=O)NC1CCCCC1)Cc1ccco1)Nc1ccccn1,103,10[fluorescence artefact?],125,86,-8,104,0.9,6,0
O=C(CSc1nnnn1Cc1ccccc1)Nc1ccc2c(c1)OCCO2,94,-33,106,90,6,100,0.2,82*,0
O=C(NC1CCCCC1)C(c1ccc(Cl)cc1)N1CCC2(CC1)OCCO2 (stereo not drawn),104,-10,105,91,1,93,0.8,23,-4
COc1cccc2sc(Nc3nc(-c4ccccn4)cs3)nc12,x,x,x,x,39,x,0.9,9,-2
CC(C)CCn1c(CN2CCOCC2)nc2c1c(=O)n(C)c(=O)n2C,98,-1,100,76,-3,101,1.2,-19,5
O=C(NNC(=O)c1sccc1-n1cccc1)c1ccc(Cl)cc1,x,x,x,x,12,x,0.9,6,-1
CCOC(=O)c1sc(C)c2c1NC1(CCCCCC1)NC2=O,99,-3,161,67,1,91,1,-4,-1
CCOC(=O)CCSc1nc(-c2ccccc2)cc(C(F)(F)F)n1,90,-6,97,84,x,89,x,x,x
CCC(=O)NCCNC(=O)c1c(SC)nsc1SC,92,4[fluorescence artefact?],124,91,1,99,1,-2,4
c1ccc(-c2noc(CSc3nnnn3-c3ccccc3)n2)cc1,101,-6,116,99,-11,90,0.4,63*,0
Cc1ccc(-c2nnn(CC(=O)O)n2)cc1,99,-14,109,96,-22,97,1.1,-9,-3
CCOC(=O)c1c(-c2cccs2)csc1NC(=O)c1ccco1,115,1[fluorescence artefact?],145,57,x,96,x,x,x
CCc1nnc(NC(=O)CSc2nnc(C3CCCCC3)n2-c2cccc(Cl)c2)s1,96,-3,100,62,x,98,x,x,x
COc1ccc(N2COC3c4cccc5cccc(c45)C32)cc1 (stereo not drawn),71,14[fluorescence artefact?],94[fluorescence artefact?],49,x,90,x,x,x
COc1ccc(OC(=O)c2cc(S(=O)(=O)N3CCCC3)ccc2Cl)cc1,91,9,97[fluorescence artefact?],96,4,98,0.7,25,-3
COc1ccc(CNC(=S)Nc2ccccc2C)cc1,111,7,103,115,-3,97,0,98*,-2
C/C(=N\NC(=S)NCCc1ccccc1)c1ccc(C)cc1,98,-10,104,89,x,85,x,x,x
COc1ccc2c(c1)CCc1c(C(=O)N3CCCc4ccccc43)noc1-2,99,4,92,92,1,101,0.1,90*,4
Cc1ccc(-c2cc(-c3nnc(SCC(=O)NC(C)C(C)C)n3N)c3ccccc3n2)cc1 (stereo not drawn),87,-2,99,93,x,97,1,3,x
Cc1nc(NCC2CCCO2)c2nnn(Cc3ccccc3Cl)c2n1 (stereo not drawn),88,4,103,84,5,93,0.4,56*,0
Cc1cc(NC(=O)CSc2nc(C(C)C)nc3sc(C)c(C)c23)no1,87,6[fluorescence artefact?],147[fluorescence artefact?],75,-5,51,0.8,18,-5
Cc1ccc(Cc2cnc(NC(=O)CN3CCOCC3)s2)cc1Cl,x,x,x,x,2,x,1,2,0
Cc1nc(CS(=O)c2ccc(Cl)cc2)cc(NCc2ccc(Cl)cc2Cl)n1 (stereo not drawn),88,-51[fluorescence artefact?],107[fluorescence artefact?],61,-21,92,0.1,91*,2
CCOc1cc(NC2CS(=O)(=O)CC2O)c(OCC)cc1NC(=O)c1ccccc1 (stereo not drawn),108,2,124[fluorescence artefact?],75,x,111,1,0,x
CCOC(=O)Nc1cccc(OCC(=O)Nc2ccccc2OCC)c1,x,x,x,x,8,x,0.1,88*,-3
Brc1cccc(-c2nnc3sc(CNCc4ccco4)cn23)c1,90,9,107,78,-4,97,0.7,27,3
Cn1c(=O)c2c(nc(Br)n2CC(=O)C23CC4CC(CC(C4)C2)C3)n(C)c1=O,82,5,95,32*,7,98,0.8,20,-2
CC(C)N(C(=O)CSc1nnc(CNc2ccc(F)cc2)o1)C(C)C,95,-12,100,88,x,89,x,x,x
Cc1ccc(S(=O)(=O)C2(C(=O)Nc3cccnc3)CC2)cc1,102,-1[fluorescence artefact?],91,102,-6,103,0.4,56*,-4
CCCOc1ccc(N2C(=O)CC(N3CCN(c4ccccc4F)CC3)C2=O)cc1 (stereo not drawn),84,2,135[fluorescence artefact?],104,2,92,1,-3,4
N#Cc1c(NC(=O)CSc2ccccn2)oc(-c2ccccc2)c1-c1ccccc1,97,4,109,82,9,105,1.2,-17,-2
COc1cccc(-c2cc3c(=O)n(-c4ccccc4)c(=S)[nH]c3s2)c1,x,x,x,x,14,x,1.1,-13,-1
Cc1sc2ncnc(NCCc3ccc(S(N)(=O)=O)cc3)c2c1C,x,x,x,x,51*,x,0.9,6,-5
CC(C)(C)CC(C)(C)NC1=CC(=O)OC12CCCCC2,x,1[fluorescence artefact?],117,x,-6,x,0.9,6,-2
COc1ccc(OC)c(-n2cnnn2)c1,98,1[fluorescence artefact?],92,101,-8,99,1,-4,1
COc1cccc(-c2nnc(SCC(=O)Nc3ccc4c(c3)OCCO4)n2Cc2ccco2)c1,98,-3,104[fluorescence artefact?],87,5,103,0.6,40,4
COC(=O)C1C(=O)c2c([nH]c(C(=O)OC3CCCC3)c2C)CC1C (stereo not drawn),90,2,98,70,-5,90,1,-1,13
O=C(c1ccc(C(=O)N2CCCc3ccccc32)nc1)N1CCCc2ccccc21,107,7,117,110,-1,98,0.9,12,-3
O=C(Cn1cnc2c(cnn2-c2ccccc2)c1=O)c1ccc(Cl)cc1,x,x,x,x,-2,x,1.1,-12,-4
COc1nc(NC2CCCCC2)nc(N2CCCCCC2)n1,78,7,85,62,x,91,x,x,x
Cc1ccc2c(CSc3nncs3)cc(=O)oc2c1,92,4,113,82,-19,94,0.1,87*,-2
CCOc1ccc(CCNC(=O)Cn2c(-c3nonc3N)nc3ccccc32)cc1OCC,79,10[fluorescence artefact?],96,63,6,96,0.6,45,28
COC(=O)C1C(=O)C=C(N2CCOCC2)CC1(C)C (stereo not drawn),106,3[fluorescence artefact?],104[fluorescence artefact?],90,3,105,1.2,-16,-4
Nc1c(C(=O)NC2CCCC2)c2nc3ccccc3nc2n1/N=C/c1ccco1,97,-1,100,53,12,104,0.6,35,-2
O=C(C1CCCN(Cc2ccc3c(c2)OCO3)C1)N1CCCC1 (stereo not drawn),95,-1[fluorescence artefact?],105,89,-4,102,1,1,-2
O=C(NC(O)C(=O)c1cccs1)c1cccnc1 (stereo not drawn),103,-3,115,78,-6,94,1,-4,-2
COc1ccc(C(CC(=O)Nc2nccs2)n2cccc2)cc1 (stereo not drawn),89,0,111,86,-7,97,0.7,25,-4
CC(=O)c1cccc(S(=O)(=O)N2CCN(c3nc4cc(C)cc(C)c4cc3C#N)CC2)c1,85,40[fluorescence artefact?],183[fluorescence artefact?],x,6,88,0.4,58*,0
O=C(NCC1CCCO1)C(c1ccc(F)cc1)N(Cc1ccc(F)cc1)C(=O)Cn1nnc(-c2cccs2)n1 (stereo not drawn),88,3,127,40*,x,94,x,x,x
CC(=O)Nc1ccc2c(c1)N(C(=O)CN(C)C)c1ccccc1CC2,105,-12,123[fluorescence artefact?],107,-6,109,1,-4,4
CCCc1noc2c1C(c1ccoc1)C(C#N)=C(N)N2 (stereo not drawn),79,3,117,52,44,95,0.5,47,-1
O=C(CN(Cc1ccccc1)C(=O)c1ccco1)NCc1ccc(F)cc1,105,-6,124,97,-5,91,0.2,84*,4
COc1ccc(NC(=O)C(=O)N/N=C/c2cc(C)n(-c3cccc(Cl)c3Cl)c2C)c(OC)c1,x,x,x,x,30,x,0.3,72*,-5
COc1ccccc1NC(=O)Cn1cncc1-c1ccc([N+](=O)[O-])cc1,x,x,x,x,-1,x,1.1,-6,-2

# Screening data: PubChem, several laboratories
